Compound activity as filed in PubChem BioAssay.
HTR1E antagonist – antagonists of human 5-HT1E serotonin receptor; P28566; CHO 5-HT1E Ga15 NFAT-bla reporter, FRET, antagonist; inhibition, % at 6 µM; 65,000 compounds, 0.99% hits;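 active = inhibition above a set limit, the mean inhibition across every tested compound plus 3 SD, cut at about 29% in these data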;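 note: signal is the 460 over 535 nm emission ratio of beta-lactamase substrate; 0% = agonist plus DMSO wells and 100% = wells without agonist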
Target sequence (P28566 whole entry, looked up): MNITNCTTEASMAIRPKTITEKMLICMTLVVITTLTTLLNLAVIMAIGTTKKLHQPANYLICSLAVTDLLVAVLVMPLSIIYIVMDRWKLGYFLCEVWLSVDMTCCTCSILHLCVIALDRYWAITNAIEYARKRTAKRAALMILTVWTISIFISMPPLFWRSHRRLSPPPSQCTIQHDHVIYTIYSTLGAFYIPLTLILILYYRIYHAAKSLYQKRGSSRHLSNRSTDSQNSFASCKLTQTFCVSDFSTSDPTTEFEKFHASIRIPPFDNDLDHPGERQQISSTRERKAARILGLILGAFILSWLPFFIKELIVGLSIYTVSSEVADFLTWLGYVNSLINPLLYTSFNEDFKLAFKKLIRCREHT
tolC growth inh – E. coli tolC mutant growth inhibition; E. coli BW25113 tolC mutant growth, OD615; growth inhibition, % at 10 µM (by protocol); 65,000 compounds, 2.2% hits;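 active = growth inhibition at or above a cutoff equal to the mean over every tested compound plus 3 SD, cut at about 60% in these data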;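 note: growth measured after 20 h incubation at 37 °C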
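System: E. coli ΔtolC::kan strain BW25113; Buffer or medium: LB broth supplemented with 50 µg/mL kanamycin; Compound: 10 µM final, single dose; Incubation: bacterial growth with compound for 20 h at 37 °C; Signal: A615 absorbance measurement; Evaluation: growth inhibition in percent.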
S1P3 ag – activates the human S1P3 receptor; S1P3 NFAT-BLA reporter cells, agonism, FRET ratio; relative to 1 µM S1P, basal subtracted; AID 373; activation, % at 4.5 µM; Q99500; 60,000 compounds, 0.1% hits;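 active = activation above the screen-wide mean plus 3 SD, cut at about 4.5% in these data, passing the limit was not always enough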; note: some compounds called inactive have numbers as strong as hits
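Benchmarks: high control 1 µM S1P / System: stable CHO line with human S1P3, Gα16, NFAT-BLA reporter / Dosing: single compound concentration, 4.5 µM final / Timing: 4 h compound at 37 °C, 2 h substrate at RT / Measured by: FRET β-lactamase substrate fluorescence, excitation 405 nm, 460/535 nm emission ratio, background-subtracted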
SF1 activator – activates the human nuclear receptor SF-1; CHO-K1 Gal4-SF-1 LBD luciferase reporter; % increase over DMSO SF-1-specific signal; activation, % at 10 µM; 65,000 compounds, 1.9% hits; AID 522;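 active = activation above the mean activation of all tested compounds plus 3 SD, cut at about 50% in these data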
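Assay system: CHO-K1 cells co-transfected with Gal4 DBD–human SF-1 LBD, 5xGal4 luciferase reporter; doses: 10 µM only; incubation: 20 h compound exposure at 37 °C after 1 h cell settling; signal: luciferase light emission; evaluation: percent activation versus DMSO; repeats: one test per compound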
AP ELISA ortho – orthogonal test for alternative complement pathway inhibitors; Human serum alternative complement pathway, LPS-coated ELISA, C3 deposition; tested in compound mixtures; inhibition, % at 5 µM; 62,000 compounds, 0.08% hits;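 active = inhibition above 30% in each of the two pooled mixtures holding the compound, so the lower value exceeds 30%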;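 note: 0% = serum in Mg-EGTA without compound and 100% = EDTA serum blank; some compounds past the cut are filed as inactive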
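Test system: human serum complement alternative pathway, C3 deposition onto LPS / Medium: Mg2+-EGTA GVB++ buffer containing human serum at 1:15 dilution / Probe or stimulus: Plate-bound LPS / Times: 1 h at 37 °C / Signal: ELISA with HRP anti-human C3 antibody, TMB substrate, absorbance 450 nm / Measure: percent inhibition / Repeats: two pool placements per compound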
S1P1 ag pot – S1P1 (human) agonism or agonism potentiation | P21453 | S1P1 CRE-bla cells, forskolin, beta-lactamase FRET, potentiator mode; S1P1 agonist co-added at EC20, 2 nM; 100% = saturating reference agonist, 0% = basal | activation, % at 9.5 µM | 56,000 compounds, 0.57% hits | AID 449;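 active = activation above a cutoff set at the mean activation of all tested compounds plus 3 SD, cut at about 54% in these data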;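 note: forskolin at 4 µM as EC80 and the EC20 agonist is SEW2871; 100% = SEW2871 at its EC100 plus forskolin at EC80; some compounds past the cut are filed as inactive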
RORA act – activators of human nuclear receptor RORA; activation, % at 10 µM; 65,000 compounds, 1.5% hits; P35398; CHO-K1 Gal4-RORA LBD luciferase reporter, luminescence; percent increase over mock-subtracted basal signal;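 active = activation above the mean of all tested compounds plus 3 SD, cut at about 49% in these data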;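 note: 0% = DMSO-treated RORA cells and 100% = added signal equal to DMSO minus mock-transfected cells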
Target sequence (P35398 whole entry, looked up, the tested form may be a part): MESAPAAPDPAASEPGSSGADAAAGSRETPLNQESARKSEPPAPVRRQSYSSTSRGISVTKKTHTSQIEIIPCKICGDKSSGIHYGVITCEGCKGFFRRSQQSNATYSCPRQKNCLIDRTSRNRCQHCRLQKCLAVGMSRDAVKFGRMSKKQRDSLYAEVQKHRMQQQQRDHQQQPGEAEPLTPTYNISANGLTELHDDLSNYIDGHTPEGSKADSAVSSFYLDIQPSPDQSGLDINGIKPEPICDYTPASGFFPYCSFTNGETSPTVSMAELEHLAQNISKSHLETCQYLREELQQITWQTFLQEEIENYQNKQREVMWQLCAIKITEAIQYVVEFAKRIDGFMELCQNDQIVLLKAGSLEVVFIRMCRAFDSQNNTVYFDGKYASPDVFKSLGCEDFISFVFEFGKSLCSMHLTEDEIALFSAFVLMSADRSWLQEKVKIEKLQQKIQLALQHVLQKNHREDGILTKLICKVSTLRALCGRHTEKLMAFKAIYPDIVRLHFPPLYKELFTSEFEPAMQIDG
5HT1E ag – activates the human 5-HT1E serotonin receptor | P28566 | 65,000 compounds, 0.69% hits | CHO 5-HT1E Ga15 NFAT-bla reporter, FRET; 0% DMSO wells, 100% control agonist wells | activation, % at 6 µM | AID 574;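 active = activation above a set limit, the screen-wide mean activation plus 3 SD, cut at about 8.5% in these data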;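 note: 100% = positive control agonist at 1 µM giving full maximal response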
5-HT1A blocker – blocks the human serotonin 5-HT1a receptor; P08908; CHO 5-HT1a Ga15 NFAT-bla reporter, antagonist mode; inhibition, % at 10 µM; 62,000 compounds, 0.68% hits;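 active = inhibition above the mean of all tested compounds plus 3 SD, cut at about 43% in these data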;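 note: receptor stimulated by 5-CT agonist at 100 nM near EC80; beta-lactamase reporter measured by ratiometric fluorescence of a cleavable substrate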
* hit, by the source's call; · = not tested or not shown.

SMILES	HTR1E antagonist	tolC growth inh	S1P3 ag	SF1 activator	AP ELISA ortho	S1P1 ag pot	RORA act	5HT1E ag	5-HT1A blocker
CCOC(=O)N1CCN(C(=O)CN(c2ccc(C)cc2)S(=O)(=O)c2c(C)noc2C)CC1	1	4	0.4	3	2	3	6	-0.9	4
COCCn1c(Cc2ccccc2)nnc1SCC(=O)NC(C)C	19	4	-0.8	2	12	14	6	-0.1	3
CCN(CC)S(=O)(=O)c1ccc(Oc2cccc(C(C)=O)c2)nc1	1	3	-0.2	12	-1	-17	7	0.4	5
CCN(CC)C(=O)CSc1nc2ccc(NC(=O)CSc3nccn3C)cc2s1	-1	17	-0.2	-6	12	3	-22	-0.6	0
COc1ccc(C(=O)O)cc1S(=O)(=O)Nc1cccc(C)c1	-4	-4	0.1	2	10	·	4	-0.1	-25
CCOC(=O)c1ccccc1NC(=O)CC(C)CC(=O)O (centres undefined)	-10	-12	-0.6	8	10	-12	-9	0.9	-16
Cc1ccc(NC(=O)CCSc2nnnn2-c2ccc3c(c2)OCO3)cc1C	7	53	-0.8	-6	11	18	14	-1.0	4
Cc1nnc(SCC(=O)Nc2nc(-c3ccccc3)cs2)n1N	-5	-11	-0.3	-7	25	-28	21	1.9	8
O=C(NCc1ccc(F)cc1)c1cnc2sccn2c1=O	-5	-1	-0.2	1	13	9	-10	0.1	0
COCCCN1C(=O)C(=O)/C(=C(/O)c2ccccc2)C1c1ccc(N(C)C)cc1 (centres undefined)	-4	-5	-0.1	5	9	-33	-2	0.4	-3
CCN(CC)CCCN1C(=O)C(O)=C(C(=O)c2cc3ccccc3o2)C1c1ccccn1 (centres undefined)	-3	-24	-0.7	9	3	10	-7	1.3	-9
CCCCCn1c(NC2CCCCC2)nc2c1c(=O)[nH]c(=O)n2C	7	11	-1.0	-6	16	-22	-9	0.9	17
Cc1cccc(OCC(=O)N2CCC(N3CCOCC3)CC2)c1	-3	3	-1.4	-2	·	-8	-2	0.0	·
COc1cc(NC(=O)c2ccc(Br)o2)ccc1NC(=O)C(C)C	-11	0	0.0	4	27	5	10	0.1	-15
Cc1ccc(C(=O)CSc2nnc(COc3cccc(C)c3)o2)cc1	1	32	-0.3	9	-11	2	-6	-1.3	7
CCOc1cc2[nH]c(=O)n(Cc3ccc(C(=O)NCCOC)cc3)c(=O)c2cc1OCC	-4	-2	-1.6	-13	7	-6	13	1.4	-1
Nc1nc(-c2ccc(Cl)cc2Cl)cn1N	0	24	-0.7	0	12	1	-2	1.1	-3
Cc1ccc(CCN2CC(C(=O)NCCCN3CCOCC3)CC2=O)cc1 (centres undefined)	8	-5	-1.1	0	12	-9	-17	-0.9	8
COc1ccc(Cc2noc(-c3ccc(C)cc3)n2)cc1	1	34	-1.7	4	-12	-17	0	0.1	-6
CCOC(=O)c1cn(CC(=O)Nc2ccc(CC)cc2)nn1	-2	-4	-0.6	24	14	-23	-18	-0.5	-3
C=CCc1cccc2cc(C(=O)NCc3cccnc3)c(=O)oc12	19	-3	-1.6	-1	2	10	-3	-0.1	-4
COc1ccc(CNC(=O)Nc2ccc(C)cc2)cc1	0	-2	-0.4	32	14	-16	20	-0.2	5
CC1CN(Cc2nc3c(c(=O)[nH]c(=O)n3C)n2CCN2CCOCC2)CC(C)O1 (centres undefined)	7	-15	-0.8	-5	14	5	-9	0.2	5
CCCn1nnnc1SCC(=O)Nc1ccc(F)cc1	1	-10	0.5	-2	15	-12	14	0.3	-6
CCc1c(C)c2ccc(OCC(N)=O)cc2oc1=O	2	-1	-0.7	-6	3	·	10	-0.7	-2
SMILES	HTR1E antagonist	tolC growth inh	S1P3 ag	SF1 activator	AP ELISA ortho	S1P1 ag pot	RORA act	5HT1E ag	5-HT1A blocker
Cc1nc(=O)c(-c2ccccc2)c(C)n1CC1CCCO1 (centres undefined)	-7	-21	-0.4	-6	2	·	-14	0.6	-3
CCOC(=O)CSc1nc2ccccc2c(=O)n1CC1CCCO1 (centres undefined)	20	-9	-0.4	-19	0	-11	-22	-1.2	13
O=C(NCc1ccccn1)c1cc(S(=O)(=O)N2CCN(c3ccccc3)CC2)ccc1Cl	-7	6	-0.5	1	-4	10	0	0.0	17
Cc1cccc(NC(=O)CN(C)S(=O)(=O)c2cccc3nsnc23)c1C	1	-7	0.0	-17	0	4	-5	-0.6	-1
Cn1nc(-c2ccccc2)c2nc3ccccc3nc21	11	-8	-0.6	5	-4	11	-4	-0.2	1
CCOc1ccc(-n2c(=O)[nH]cc(C(=O)N3CCCc4ccccc43)c2=O)cc1	2	1	-0.2	5	14	-1	-42	0.0	9
CCc1nc(SCC(=O)Nc2c(C)n(C)n(-c3ccccc3)c2=O)n[nH]1	-8	-20	-1.1	-16	7	-5	-1	0.5	-4
O=C(CN1CCN(S(=O)(=O)c2ccc(Br)cc2)CC1)Nc1ccc(F)cc1F	24	17	-0.7	15	14	-12	-7	-0.7	13
O=CNCCCc1nc2ccccc2n1Cc1ccccc1	-6	-11	-0.3	-8	13	-20	-7	-0.3	-7
c1ccc(-n2nnnc2NCCc2c[nH]c3ccccc23)cc1	-9	30	0.7	-2	22	10	-4	0.7	10
CCSCCOC(=O)C1=C(C)N(C)C(=O)NC1c1cc(OC)ccc1OC (centres undefined)	-3	4	0.0	-1	15	1	-18	-0.3	-2
Cc1occc1-c1nnc2sc(-c3ccc(-c4ccc(Cl)cc4)o3)nn12	-21	-8	0.0	-30	7	-3	-16	0.3	-22
C=CCSC1=N/C(=C\C=C\c2ccco2)C(=O)S1	-1	4	-3.8	-16	·	-18	16	-0.5	-6
O=C(NCC1OCCc2ccccc21)c1ccco1 (centres undefined)	-7	10	-1.1	6	14	3	-8	-0.1	-11
Cc1cc(C)n(-c2nc3ccccc3nc2N2CCN(C(=O)c3ccccc3)CC2)n1	-13	20	0.1	20	3	-21	-5	0.4	-5
CC(=O)Nc1nc(=O)c2ccccc2s1	-10	0	-1.5	-13	-11	-1	-18	-0.7	47*
CCOC(=O)C1=C(N)Oc2cc(C)oc(=O)c2C1c1cccnc1 (centres undefined)	0	-2	-0.8	-17	-14	4	7	0.2	-6
COc1ccc(C(=O)c2ccc(N(C)C)cc2)c(OC)c1	12	17	-0.6	17	15	11	26	0.8	15
COCCn1c(=O)[nH]c2cc(C(=O)N3CCN(c4ccccc4OC)CC3)ccc2c1=O	19	1	·	13	11	·	12	-0.8	-7
Cc1nn(C)c(C)c1S(=O)(=O)N(CC(=O)NCc1ccco1)c1ccc(C(C)C)cc1	-2	15	-1.3	-40	-2	-11	11	0.1	5
Cn1c(CN2CCOCC2)nnc1SCC(=O)NCCc1ccccc1	-5	-35	0.7	-14	7	-3	-12	0.1	-9
O=C1Nc2ccc(S(=O)(=O)N3CCOCC3)c3cccc1c23	6	5	-0.7	-11	1	-4	0	0.0	2
CCCNC(=O)Nc1cc(C)on1	5	-22	-0.2	7	5	8	-5	0.6	-6
CCC(C(=O)NCc1ccco1)n1nc(-c2ccc(OC)cc2)ccc1=O (centres undefined)	-2	-11	-1.0	-24	23	17	12	-1.4	11
Nc1nc(COc2ccc3ccccc3c2)cs1	7	6	-1.2	31	14	·	30	0.0	-10
SMILES	HTR1E antagonist	tolC growth inh	S1P3 ag	SF1 activator	AP ELISA ortho	S1P1 ag pot	RORA act	5HT1E ag	5-HT1A blocker
CCOc1ccc(C(=O)N2CCCN(C(=O)c3ccc(OCC)cc3)CC2)cc1	10	-9	-0.6	3	9	-18	18	0.1	-7
Cn1c(=O)c2c(nc(CN3CCN(c4ccccc4)CC3)n2Cc2ccccc2F)n(C)c1=O	-6	-4	0.1	-10	23	-18	13	0.6	16
COc1ccc(OCC(=O)N2CCN(C(=O)c3cccs3)CC2)cc1	-11	-19	-0.6	5	0	·	-9	1.8	-4
Cc1cc(C(=O)N2CCN(S(C)(=O)=O)CC2)cs1	1	18	0.3	-8	5	-10	-7	-0.1	2
Cc1cnc(C(=O)OCC(=O)N2CCN(C(=O)c3ccco3)CC2)cn1	-4	5	-1.0	-8	-5	-18	19	-0.4	9
COc1ccc2c(c1)c1nnc(SCC(=O)N3C(C)CCCC3C)nc1n2C (centres undefined)	16	16	0.0	15	16	-48	9	1.6	-23
O=C(Nc1ccc(OC(F)(F)F)cc1)c1cnc2n(c1=O)CCS2	1	-7	-1.2	-15	25	20	18	0.2	-11
Cc1cc(Nc2ccc(C(C)C)cc2)n2ncnc2n1	1	4	-0.2	10	7	-33	12	0.3	-11
FC(F)(F)c1cc(-c2cccs2)nc(N2CCOCC2)n1	11	15	-1.0	-12	14	-3	-20	-0.7	13
CCOC(=O)C1CCN(CC(=O)Nc2c(C(=O)OC)[nH]c3ccc(Cl)cc23)CC1	29*	7	-0.9	-13	10	16	28	0.0	11
CCn1c2ccccc2c2nnc(SCC(=O)NCCOC)nc21	13	-2	1.2	7	-2	-36	-16	0.5	-1
CCOc1ccc(N(CC(=O)NCc2ccco2)S(C)(=O)=O)cc1	-4	-19	-0.4	14	-6	13	13	-0.9	-6
c1ccc(Cc2nnc3n2CCCCC3)cc1	-11	10	-0.5	10	2	-4	-23	-0.2	·
O=C(CN1CCC(n2nnc3cc(F)ccc32)CC1)N1CCc2ccccc2C1	0	-1	0.5	-9	-10	1	-15	-0.1	-4
OC(CN1CCN(c2ccccc2)CC1)c1ccc2c(c1)CCN2 (centres undefined)	-1	-11	-0.9	-14	8	-26	13	0.1	4
Nc1nc2nccc(-c3ccc(Cl)cc3)n2n1	2	10	-1.7	7	10	-13	21	1.2	0
COC(=O)c1ccc(NC(=O)CN2C(=O)CSC2=O)cc1	4	-15	-0.2	9	3	3	1	-1.2	11
Cc1ccccc1NC(=O)c1ccc(S(=O)(=O)N(C)C)cc1	0	2	-0.2	8	15	-26	5	0.5	0
C=CCn1c(SCC(=O)O)nnc1-c1cccc(Cl)c1	-7	-11	0.3	-6	15	-30	2	0.8	-20
O=c1oc(-c2cccs2)nc2sc3c(c12)CCCCC3	-3	6	-0.9	5	10	4	-3	0.9	-7
O=C1c2ccccc2NC(c2cccc(F)c2)N1Cc1ccco1 (centres undefined)	13	39	-0.2	10	10	-24	5	-0.9	6

2 compounds drawn at random from those above, as already listed:
SMILES	HTR1E antagonist	tolC growth inh	S1P3 ag	SF1 activator	AP ELISA ortho	S1P1 ag pot	RORA act	5HT1E ag	5-HT1A blocker
O=C(Nc1ccc(OC(F)(F)F)cc1)c1cnc2n(c1=O)CCS2	1	-7	-1.2	-15	25	20	18	0.2	-11
Nc1nc2nccc(-c3ccc(Cl)cc3)n2n1	2	10	-1.7	7	10	-13	21	1.2	0
